# HTR5A ag ctr – counter-screen for OPRM1-OPRD1 agonists: human HTR5A agonism. P47898. HTR5A agonist assay, luminescence, cell-based. activation, % at 9.3 µM. actives 0.61% (n = 340,000); in the data active = activation mostly above about 9.5%, no sharp cut-off; inactive = mostly below about 7.6%;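 note: 0% = cells with vehicle only and 100% = reference agonist; strong numbers were not always called active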
# PvdQ inh – P. aeruginosa PvdQ acylase inhibition; purified PvdQ acylase, fluorescence plate reader; AID 488965; actives 0.063% (n = 340,000); inhibition, % at 10 µM; in the data active = inhibition above about 30%, passing the limit was not always enough; inconclusive = no clear call, values can overlap the other calls;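 note: 0% = vehicle neutral wells and 100% = reference inhibitor wells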
# MITF TRPM1 HTS – MITF TRPM1 promoter activation in melanoma cells. SK-MEL-5 TRPM1-promoter luciferase, 24 h; % of positive control, neutral wells = 0. activation, % at 12.5 µM. actives 0.75% (n = 300,000). AID 588334;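 active = mean activation of at least 80% with every replicate also reaching 80%; inconclusive = mean reaches 80% but some replicate falls short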;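 note: 0% = neutral control wells and 100% = parthenolide positive control wells; values of inactives mirror those of a sister screen read the other way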
# Wnt act – activates Wnt/beta-catenin signaling in a reporter cell assay | actives 1.2% (n = 300,000) | activation, % at 9.35 µM | AID 743398 | activator, plate reader; in the data active = activation above about 30%, passing the limit was not always enough; inconclusive = no clear call, values can overlap the other calls;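 note: 0% = neutral control wells and 100% = positive control wells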
# SR-BI DiI-HDL act – enhances SR-BI lipid uptake from DiI-HDL; CHO ldlA[mSR-BI] cells, DiI-HDL uptake fluorescence, 3 h; 100 = double the neutral-control signal; activation, % at 12.5 µM; actives 0.096% (n = 320,000); AID 504775;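 active = mean replicate activation of at least 60% and every replicate at or above 60%; inconclusive = mean or all-replicate condition met, but not both; inactive = mean below 60% and not all replicates reaching 60%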;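 note: 0% = median plate neutral-control signal and 100% = twice that signal; values of inactives mirror those of a sister screen read the other way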
#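 System: LDL receptor-deficient CHO ldlA cells overexpressing murine SR-BI | Timing: 3 h uptake period with compound, 37 °C | Medium: HEPES-buffered (25 mM, pH 7.4) F12 plus 0.5% BSA | Dosing: Single-point compound dose | Signal: Bottom-read fluorescence, 550/595 nm | Read-out: Retained DiI signal reflecting DiI-HDL uptake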
# Rtt109 Vps75 – blocks Candida albicans Rtt109/Vps75 acetyltransferase activity; Q5AAJ8; purified Rtt109/Vps75, ThioGlo CoA-SH fluorescence, 4 h; inhibition, % at 34.9 µM; AID 540336; actives 0.16% (n = 330,000);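 active = inhibition of at least 50% in every replicate; inconclusive = best replicate reaches 50% inhibition but some replicates fall short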
# cardiac RTF act – increases calcium sensitivity of human cardiac regulated thin filaments. IANBD-labeled TnC RTF fluorescence at EC20 calcium; 0% EC20 calcium, 100% full calcium. AID 493008. actives 0.24% (n = 340,000). P19429+P45379. activation, % at 7.2 µM;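 active = activation above the mean over all tested compounds plus 3 SD, cut at about 30% in these data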;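 note: rise in fluorescence read as greater calcium sensitivity of cardiac thin filaments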
# SR-BI DiI inh – blocks mouse SR-BI lipid uptake from DiI-HDL; actives 0.96% (n = 320,000); ldlA[mSR-BI] CHO cells, DiI-HDL uptake fluorescence, 3 h; inhibition, % at 12.5 µM;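 active = mean replicate inhibition of at least 70% and a set share of replicates each scoring 70 or more; inconclusive = meets just one of the two criteria; inactive = fails both criteria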;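 note: 0% = median of neutral control wells and 100% = median of positive control wells; values of inactives mirror those of a sister screen read the other way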
# CDK5 inh – CDK5/p35 (human) kinase inhibition | Q00535+Q15078 | actives 0.01% (n = 330,000) | inhibition, % at 10 µM | Recombinant CDK5/p35, ADP-Glo luminescence, 60 min;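 active = highest replicate inhibition of at least 50% and at least 75% of replicates reaching 50%; inconclusive = only one of the two criteria met; inactive = both criteria failed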;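 note: plate controls were DMSO neutral control for no effect and GW8510 at 10 µM for full effect; many of its hits are not listed in these tables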
# Target sequence (Q00535 whole entry, looked up): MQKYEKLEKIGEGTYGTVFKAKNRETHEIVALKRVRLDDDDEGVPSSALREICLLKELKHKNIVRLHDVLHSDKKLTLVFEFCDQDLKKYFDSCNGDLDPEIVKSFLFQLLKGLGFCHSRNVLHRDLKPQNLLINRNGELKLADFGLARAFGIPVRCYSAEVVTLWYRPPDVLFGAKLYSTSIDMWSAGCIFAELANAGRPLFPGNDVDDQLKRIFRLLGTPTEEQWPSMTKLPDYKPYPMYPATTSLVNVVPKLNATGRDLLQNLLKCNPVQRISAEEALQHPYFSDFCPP
# Target sequence (Q15078 whole entry, looked up): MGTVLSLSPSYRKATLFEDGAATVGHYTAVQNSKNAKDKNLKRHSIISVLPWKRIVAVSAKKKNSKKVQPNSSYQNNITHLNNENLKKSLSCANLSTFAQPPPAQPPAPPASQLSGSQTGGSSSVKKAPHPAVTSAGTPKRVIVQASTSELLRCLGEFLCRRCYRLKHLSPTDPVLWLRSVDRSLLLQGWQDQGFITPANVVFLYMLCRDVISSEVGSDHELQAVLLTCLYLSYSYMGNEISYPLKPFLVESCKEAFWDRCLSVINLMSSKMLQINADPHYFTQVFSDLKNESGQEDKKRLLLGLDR
# dFosB act – mouse delta FosB homodimer activation; P13346; AID 493131; activation, % at 25 µM; actives 0.99% (n = 340,000); purified delta FosB, TAMRA-CDK5 oligo fluorescence polarization; percent of positive-control signal above neutral wells;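 active = mean activation above about 17%, with every replicate also reaching it, limit read from the data, passing the limit was not always enough; inconclusive = only one of the two conditions met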;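 note: fluorescence polarization rise as delta FosB binds a TAMRA Cdk5 AP-1 oligo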
# Target sequence (P13346 whole entry, looked up): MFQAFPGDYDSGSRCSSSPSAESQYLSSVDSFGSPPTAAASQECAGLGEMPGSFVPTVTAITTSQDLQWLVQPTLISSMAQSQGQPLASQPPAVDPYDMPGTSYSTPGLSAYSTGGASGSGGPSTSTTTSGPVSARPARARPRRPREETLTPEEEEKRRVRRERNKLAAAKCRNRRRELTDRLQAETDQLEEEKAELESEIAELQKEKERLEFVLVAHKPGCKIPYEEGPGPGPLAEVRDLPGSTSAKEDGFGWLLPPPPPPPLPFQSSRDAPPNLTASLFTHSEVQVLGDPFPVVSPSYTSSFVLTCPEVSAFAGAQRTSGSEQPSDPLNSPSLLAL
# Starred values were filed as active, the others as inactive; ? = inconclusive; . = not tested or not shown.
SMILES,HTR5A ag ctr,PvdQ inh,MITF TRPM1 HTS,Wnt act,SR-BI DiI-HDL act,Rtt109 Vps75,cardiac RTF act,SR-BI DiI inh,CDK5 inh,dFosB act
O=C(Nc1ccon1)c1ccc(N2CCCCC2)c([N+](=O)[O-])c1,-3,2,91*,29,-8,.,-2,8,-0.7,-7
Cc1cc(OCCCn2ccnc2)cc(C)c1Cl,3,-10,0,-5,7,5,0,-7,0.9,-8
C/C(=N\NC(=O)c1cc(-c2ccc(C)s2)nc2ccccc12)c1cccnc1,-2,-2,27,0,-46,-144,-4,46,-0.3,-27
NC(=O)C1CCN(C(=O)CCNS(=O)(=O)c2cc(Br)cnc2N)CC1,4,-10,11,-1,20,-10,3,-20,.,2
CC1(C)CC(=O)C/C(=N/NC(=O)COc2ccc3ccccc3c2Br)C1,3,9,-8,-2,-13,-1,0,13,-1.6,-12
C=CCSc1nnc(NC(=O)c2ccc(NC(C)=O)cc2)s1,3,-13,36,25,.,-11,-3,.,-0.1,-8
CC(=O)c1cccc(NC(=O)NCc2ccco2)c1,7,-5,.,.,-23,14,-2,23,-0.4,-3
Cc1nnn(C23CC4CC(CC(C4)C2)C3)n1,-3,-15,4,.,17,-5,3,-17,-3.2,9
CCCC(=O)OCC(=O)Nc1ccc([N+](=O)[O-])cc1C#N,5,2,-14,0,.,.,-4,.,-0.1,-1
COc1ccccc1OCC(=O)N1CCC2(CC1)CC(=O)c1ccccc1O2,14,-6,9,-1,3,-3,1,-3,0.4,-6
COc1ccccc1OCC(=O)OCC(=O)NCCN1C(=O)CSC1=O,2,3,2,.,18,-4,-5,-18,3.2,-10
Cc1ccc(NC(=O)c2cc3c(s2)CCC3)cc1S(=O)(=O)N1CCOCC1,1,10,.,.,-40,.,-5,40,0.3,-8
CCOC(=O)N1CCN(C(=O)c2ccc3c(=O)n(Cc4ccc(Cl)cc4)c(=S)[nH]c3c2)CC1,5,-11,6,.,20,9,2,-20,-1.3,-10
Nc1nc(-c2ccccc2)c(C(=O)Nc2ccccc2)s1,9,7,6,-1,-2,0,10,2,1.8,3
O=C(Nc1cccc(C(=O)O)c1)/C(=C/c1ccc([N+](=O)[O-])cc1)NC(=O)c1ccccc1,-3,4,-11,0,4,16,-1,-4,-0.7,-15
COc1ccc(C(=O)N2CCN(CCNC(=O)C(=O)Nc3ccc(F)cc3)CC2)cc1,-1,-7,2,-2,-26,0,-4,26,-0.2,-5
COc1ccccc1N=C1SC(C(=O)Nc2cccc(Cl)c2Cl)C(N)=C1C(N)=O (stereo not drawn),0,-11,-5,3,.,-9,0,.,-1.0,-10
C=CCSc1nnc(CCCCCN2C(=O)c3cccc4cccc(c34)C2=O)o1,-3,-4,-34,-5,14,12,-2,-14,-0.7,-8
CN(C(=O)c1ccc(Cl)c([N+](=O)[O-])c1)C1(C)CCS(=O)(=O)C1 (stereo not drawn),2,-5,-5,0,29,-14,2,-29,-1.2,-6
CCOC(=O)CNC(=O)CN1CCC(c2nc3ccccc3[nH]2)CC1,3,-2,-6,-3,.,-9,2,13,1.2,-4
O=C(Nc1ccc(Cl)cc1)C1C2C=CC3(O2)C1C(=O)N(CCN1CCCCC1)C3C(=O)NC1CCCCC1 (stereo not drawn),1,-18,12,-2,.,-1,-2,.,-1.5,-6
CCC(C)NC(=O)CN1C(=O)c2cccc3cccc1c23 (stereo not drawn),0,-1,12,-1,-9,-13,4,9,-3.4,-4
COc1cc(C(=O)N2CCN(S(=O)(=O)c3cccc(F)c3)CC2)ccc1OCC(=O)N1CCOCC1,1,13,-2,-3,29,?,-6,-29,1.5,-10
CCCCOc1ccccc1P(=O)(O)CP(=O)(c1ccccc1)c1ccccc1,-1,-3,1,.,31,-2,0,-31,-2.2,-3
COc1ccc(-c2ccc3oc(-c4ccsc4)cc3c2)cc1,8,-2,43,28,21,-11,5,-21,1.5,-7
COc1cc(-c2nc(-c3cccc(C(F)(F)F)c3)no2)cc(OC)c1OC,-3,-14,0,4,-61,16,-1,61,3.5,-1
O=C(Nc1ccccc1C(=O)N1CCCCC1)c1ccco1,4,18,6,4,-11,6,1,11,1.5,-2
CNC(=O)c1[nH]cnc1C(=O)NCC(=O)OCc1ccccc1,6,-14,1,2,1,-1,-5,-1,1.1,2
COc1ccc2c(c1)c1nnc(SCC(=O)N3CCCCC3C)nc1n2C (stereo not drawn),-1,-6,-5,3,3,4,12,-3,-0.5,-5
CS(=O)(=O)c1sc(C#N)c2c1C(=O)CC(c1ccccc1)C2 (stereo not drawn),-7,1,.,-10,-16,-11,10,16,-2.8,-12
Cc1cccc(C)c1OCCCN1CCOCC1,0,-2,-18,.,11,4,-5,-11,-0.8,2
CCN(C(=O)COC(=O)c1n[nH]c2ccccc12)c1ccccc1,7,-3,7,0,-11,7,-4,11,-2.2,-6
COc1ccc(OC2C(=O)N(CCc3ccc(OC)c(OC)c3)C2c2ccc3c(c2)OCO3)cc1 (stereo not drawn),-3,-22,8,.,-10,7,3,10,-0.9,-12
CCCCn1c(N)c(N(CC)C(=O)c2ccncc2)c(=O)[nH]c1=O,4,2,-3,-2,34,7,-3,-34,1.0,4
CC(C)(C)NC(=O)C(c1ccco1)N(Cc1ccc2c(c1)OCO2)C(=O)Cn1nnc2ccccc21 (stereo not drawn),1,-12,-3,.,7,3,-3,-7,-0.1,-7
COc1ccccc1OCC(=O)Nc1ccc2c(c1)OCO2,6,1,46,10,5,11,-3,-5,-0.9,0
O=C(Cc1ccccc1)NC(=S)Nc1cc(C(F)(F)F)ccc1Cl,2,-2,-10,.,-10,-3,-1,10,-0.9,-2
O=S(=O)(Oc1ccccc1N1CCCCC1)c1ccccc1,1,-13,.,0,-7,-2,-1,7,-1.0,-2
CCc1ccc(N(C(=O)c2csnn2)C(C(=O)NCc2ccccc2)c2ccco2)cc1 (stereo not drawn),-4,-2,.,10,3,19,9,-3,0.7,-13
CC(C)CC(=O)C1CCCN(C(=O)c2ccc3oc(Cc4ccccc4)nc3c2)C1 (stereo not drawn),1,-2,-1,-2,16,0,-2,-16,-0.7,-9
COc1ccc(S(=O)(=O)NCC2CCCO2)cc1C(=O)O (stereo not drawn),0,-2,2,-1,26,-4,-3,-26,0.7,-3
COc1cc(CNc2ccccc2Oc2cc(=O)n(C)c(=O)n2C)cc(OC)c1OC,1,-10,-14,4,23,-3,5,-23,2.3,-8
Cc1cc(NC(=O)CSc2nc3ccccc3n2CC(=O)N2CCC(C)CC2)no1,.,-9,6,.,15,-1,-6,-15,0.4,-5
CN1CC[C@@]2([C@@]34CCN(C)C3Nc3ccccc34)c3ccccc3NC12 (stereo partly drawn),0,3,.,-1,32,-4,-5,-32,1.3,-3
NS(=O)(=O)c1ccc(CNC(=O)Cc2ccsc2)cc1,-1,-7,12,0,9,2,-5,-9,1.2,-3
Cc1nn(S(=O)(=O)c2ccc([N+](=O)[O-])cc2)c(C)c1Sc1ccccc1,0,-14,-2,.,8,-1,11,-8,-6.1,1
COc1ccc(CCC(=O)Nc2cc(S(C)(=O)=O)ccc2Cl)cc1,-1,-6,8,.,-18,-24,5,18,-0.6,-7
CC(C)(C)c1ccc(OCc2ccc(C(=O)N/N=C3\CC4CC=CC34)cc2)cc1 (stereo not drawn),-6,-15,-7,.,-79,-10,-1,79*,-0.3,-1
NC(=O)CNc1ncc(C(F)(F)F)cc1Cl,2,-1,-1,-2,13,-1,-4,-13,0.8,-4
COc1ccc(N2CC(C(=O)NC3CC(C)(C)NC(C)(C)C3)CC2=O)cc1 (stereo not drawn),1,-27,-8,0,-10,4,18,10,-4.3,1
COc1cccc(/C=N/NC(=O)CSc2nnc(C)n2-c2ccccc2)c1O,-1,-7,-8,.,15,8,1,-15,3.2,-3
Cc1ccc(C(=O)N2CCN(c3ccc(NC(=O)COc4ccccc4C)cc3)CC2)cc1,8,8,-22,0,-58,6,1,58,0.2,-9
CCN(CC)Cc1c(-c2ccccc2)[nH]c2ccc(C)cc2c1=O,3,13,.,.,25,.,-4,-25,0.1,-4
CC(=O)C(Cc1ccccc1)(Cc1ccccc1)C(C)=O,1,0,.,0,3,4,2,-3,-1.5,-1
Cc1ccc(NC(=O)C2C3C=CC4(O3)C2C(=O)N(CCCN2CCCCC2)C4C(=O)NC2CCCCC2)cc1C (stereo not drawn),8,-3,1,-1,.,3,-2,.,0.0,-9
Cc1noc(C)c1S(=O)(=O)N(CC(=O)NCCc1ccccc1)c1ccc(C(C)C)cc1,-2,-14,5,-1,33,-9,-8,-33,-0.2,-1
Cc1cc(C(=O)OCC(=O)NCc2cccs2)c2ccccc2n1,6,12,8,1,3,1,1,-3,0.9,-6
CC1(C)CC(=O)C2=C(C1)OC(N)=C(C#N)C2c1ccccc1OC(=O)N1CCOCC1 (stereo not drawn),-3,-2,12,.,27,2,-1,-27,1.9,-6
CC(OC(=O)CCc1nc2ccccc2c(=O)[nH]1)C(=O)c1ccc(C(C)(C)C)cc1 (stereo not drawn),4,18,8,-4,-22,2,10,22,0.3,-10
Cc1cc(C)n2nc(SCc3cccc(S(=O)(=O)N(C)C)c3)nc2n1,3,-16,-5,0,-4,-5,7,4,2.4,-5

# An excerpt of these results, as labelled records.
smiles: Cc1noc(C)c1S(=O)(=O)N(CC(=O)NCCc1ccccc1)c1ccc(C(C)C)cc1
  HTR5A ag ctr = -2; PvdQ inh = -14; MITF TRPM1 HTS = 5; Wnt act = -1; SR-BI DiI-HDL act = 33; Rtt109 Vps75 = -9; cardiac RTF act = -8; SR-BI DiI inh = -33; CDK5 inh = -0.2; dFosB act = -1
smiles: Cc1cc(C(=O)OCC(=O)NCc2cccs2)c2ccccc2n1
  HTR5A ag ctr = 6; PvdQ inh = 12; MITF TRPM1 HTS = 8; Wnt act = 1; SR-BI DiI-HDL act = 3; Rtt109 Vps75 = 1; cardiac RTF act = 1; SR-BI DiI inh = -3; CDK5 inh = 0.9; dFosB act = -6

# Continued:
SMILES,HTR5A ag ctr,PvdQ inh,MITF TRPM1 HTS,Wnt act,SR-BI DiI-HDL act,Rtt109 Vps75,cardiac RTF act,SR-BI DiI inh,CDK5 inh,dFosB act
Cc1sc2nc3n(c(=O)c2c1C)CCCCC3,2,-13,13,.,13,-1,-2,-13,0.0,6
O=S(=O)(c1ccc(Br)cc1Cl)N1CCCN(c2ccc(C(F)(F)F)cn2)CC1,2,-12,8,2,-15,0,-3,15,0.1,8
Cc1ccc(C(C)C)c(OCCNC(=O)c2cncc(Br)c2)c1,2,13,-9,.,.,-4,-3,.,-1.2,1
CC(C)(C)OC(=O)NCCc1nnc(SCc2ccc(Cl)cc2)o1,3,-14,.,.,-2,1,-3,2,-0.4,-7
COc1ccc(CN(CC2CCCO2)S(=O)(=O)c2ccc(C(=O)O)cc2)cc1OC (stereo not drawn),6,-3,9,.,4,-7,1,-4,1.2,-8
O=S(=O)(c1ccc(F)c(F)c1)N1CCN(Cc2ccc3c(c2)OCO3)CC1,-1,4,4,.,24,14,-4,-24,1.1,1

# Screens as filed in PubChem.
